From PubChem
PI4K2A inh – qHTS for small molecular inhibitors of PI4K2A; Phosphatidylinositol 4-kinase type 2-alpha (Homo sapiens), Q9BTU6; purified PI4K2A, ADP-Glo luminescence, 1 h; active compounds read low; activity change, negative = inhibition, % at 76.9 µM; actives 0.13% (n = 420,000); in the data active = activity change below about -50%; inconclusive = mostly about -30% to -49%;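 also: -100% = wells without enzyme as full effect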
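Compounds are screened against recombinant PI4K2A using PI as substrate and ATP, the latter dispensed at 300 microM. Reactions run one hour at ambient temperature before ADP-Glo detection; full inhibition defined by wells lacking enzyme.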
GLS inh – qHTS for Inhibitors of Glutaminase (GLS). actives 0.21% (n = 410,000). Potency, µM (doses to about 45.5 µM), for the others: at the highest dose activity change, negative = inhibition, usual class: inhibitors. AID 624170, 2012. GLS enzymatic activity, qHTS titration. Glutaminase kidney isoform, mitochondrial (Homo sapiens), O94925; also: potency is read from the fitted curve at half-maximal effect; % is scaled to controls: 0 for no effect and ±100 for the full control effect
Target sequence (O94925 whole entry, looked up, canonical isoform): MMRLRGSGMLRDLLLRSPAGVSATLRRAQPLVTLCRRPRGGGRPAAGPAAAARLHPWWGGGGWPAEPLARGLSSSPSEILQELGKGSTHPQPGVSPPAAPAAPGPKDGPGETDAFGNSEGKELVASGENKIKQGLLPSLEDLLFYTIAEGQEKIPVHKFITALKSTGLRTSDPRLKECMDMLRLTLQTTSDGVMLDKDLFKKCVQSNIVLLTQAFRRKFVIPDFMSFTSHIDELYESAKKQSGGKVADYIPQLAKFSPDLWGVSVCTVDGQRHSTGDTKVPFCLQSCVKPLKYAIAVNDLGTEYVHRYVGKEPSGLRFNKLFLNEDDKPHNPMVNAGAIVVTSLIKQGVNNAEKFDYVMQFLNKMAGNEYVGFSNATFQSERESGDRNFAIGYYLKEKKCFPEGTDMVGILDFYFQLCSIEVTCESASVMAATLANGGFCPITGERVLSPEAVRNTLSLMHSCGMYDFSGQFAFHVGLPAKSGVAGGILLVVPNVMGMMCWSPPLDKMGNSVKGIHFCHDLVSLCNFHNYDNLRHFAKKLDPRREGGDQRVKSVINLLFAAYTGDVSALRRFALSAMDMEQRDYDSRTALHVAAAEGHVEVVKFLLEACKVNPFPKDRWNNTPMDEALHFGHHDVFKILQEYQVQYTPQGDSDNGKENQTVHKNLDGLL
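hKGA; 45 mM KH2PO4 pH 8.2 + 0.02% Tween-20; cpd via pin tool; 1 mM Gln soln; GluOx/HRP/Amplex Red; RT 30 min; fluor. t0 & final.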
BAZ2B inh – qHTS Assay for Inhibitors of BAZ2B; Potency, µM (titrated, usually from 114 µM), without a hit: at the top dose activity change, negative = inhibition, actives largely listed as inhibitors; actives 4.4% (n = 360,000); AlphaScreen BAZ2B-H3K14Ac peptide displacement; Bromodomain adjacent to zinc finger domain protein 2B (Homo sapiens), Q9UIF8; also: potency is read from the fitted curve at half-maximal effect; % is scaled to controls: 0 for no effect and ±100 for the full control effect; nearly all actives have a fitted effect of over 60% in size
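AlphaScreen displacement: compounds (up to 110uM) incubated 30 min at room temperature with a preformed 50 nM BAZ2B/50 nM biotinylated H3K14Ac peptide complex in PBS pH 7.4 with Tween-20. Donor and acceptor beads at 10 ug/mL final added, 20 min light-protected before reading.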
JMJD2A Tudor inh – qHTS Assay for Inhibitors of JMJD2A-Tudor Domain; AlphaScreen JMJD2A-Tudor / H3K4me3 peptide binding; actives 4.4% (n = 390,000); Lysine-specific demethylase 4A (Homo sapiens), O75164; AID 504339, 2011; Potency, µM (doses to about 114 µM), for inactives: at the top dose activity change, negative = inhibition, usual class: inhibitors; also: potency is read from the fitted curve at half-maximal effect; % is scaled to controls: 0 for no effect and ±100 for the full control effect; nearly all actives have a fitted effect of over 50% in size
HP1b chromo inh – HTS for Inhibitors of HP1-beta Chromodomain Interactions with Methylated Histone Tails; AlphaScreen HP1-beta / biotin-H3K9me3 peptide binding; Potency, µM (titrated, usually from 114 µM), inactives show top-dose activity change, negative = inhibition, most hits filed as inhibitors; actives 0.56% (n = 390,000); Chromobox protein homolog 1 (Homo sapiens), P83916; also: potency is read from the fitted curve at half-maximal effect; nearly all actives have a fitted effect of over 70% in size; inactives centre near 23
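HP1-beta protein (50 nM final) preincubated 30 min at room temperature with biotinylated H3(1-18)K9me3 peptide (50 nM) in PBS pH 7.4, 0.01% Tween-20, then compound added for 30 min. AlphaScreen streptavidin donor/nickel chelate acceptor beads (10 ug/mL final), 30 min dark, luminescence read.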
PGK inhibitor – qHTS Assay to Find Inhibitors of Phosphoglycerate Kinase; Phosphoglycerate kinase, glycosomal (Trypanosoma brucei brucei), P07378; PGK/GAPDH coupled, Kinase-Glo luminescence, 60 min; Potency, µM (top dose mostly 57.5 µM), for the others: top-dose activity change, negative = inhibition, actives largely listed as inhibitors; actives 0.043% (n = 380,000); AID 602233, 2012; also: potency is read from the fitted curve at half-maximal effect; % is scaled to controls: 0 for no effect and ±100 for the full control effect; nearly all actives have a fitted effect of over 60% in size
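Luminescent ATP detection (Kinase-Glo Plus) follows a 60-minute room-temperature incubation, with wells lacking PGK as controls. Buffer: 100 mM TEA (pH 7.6), 5 mM MgCl2, 0.01% Tween-20. Coupling enzyme GAPDH (100 nM final) supplies unstable 1,3-BPG in-well.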
ERG Ets-DNA blk – qHTS for Small Molecule Inhibitors of the ERG Ets/DNA interaction | AID 624246, 2012 | Potency, µM (highest dose often 76.9 µM), without a hit: top-dose FP activity, negative = inhibition, most hits filed as inhibitors | fluorescence polarization, His-ERG Ets domain / labelled DNA | actives 0.028% (n = 370,000); active = well fitted inhibition curve with a large enough effect in the polarisation, with a control signal flat; inconclusive = small, poorly fitted or top-dose-only effect, or effect the other way, or a change in a side signal; inactive = no such curve, though single readings can be large or run the other way; the % refers to the polarisation;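 also: polarization taken with two DNA probes labelled with fluorescein and Texas red; potency is read from the fitted curve at half-maximal effect; % of control where 0% means no effect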
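His-tagged ERG Ets domain (1 uM in the protein solution; 300mM KCl, 50mM Tris-HCl, 1mM EDTA, 1mM DTT, pH 7.5) received compound, then a probe mix of 5 nM fluorescein-DNA and 100nM Texas-615-DNA. Fluorescence polarization was read for both dyes.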
G9a inh – qHTS Assay for Inhibitors of Histone Lysine Methyltransferase G9a; Histone-lysine N-methyltransferase EHMT2 (Homo sapiens), Q96KQ7; G9a H3K9 monomethylation, AlphaScreen, 2 h; Potency, µM (highest dose often 102 µM), inactives show top-dose activity, negative = inhibition, usual class: inhibitors; actives 8.8% (n = 350,000); AID 504332, 2011; also: potency is read from the fitted curve at half-maximal effect; % is scaled to controls: 0 for no effect and ±100 for the full control effect; nearly all actives have a fitted effect of over 75% in size
Target sequence (Q96KQ7 913-1193 limits assumed): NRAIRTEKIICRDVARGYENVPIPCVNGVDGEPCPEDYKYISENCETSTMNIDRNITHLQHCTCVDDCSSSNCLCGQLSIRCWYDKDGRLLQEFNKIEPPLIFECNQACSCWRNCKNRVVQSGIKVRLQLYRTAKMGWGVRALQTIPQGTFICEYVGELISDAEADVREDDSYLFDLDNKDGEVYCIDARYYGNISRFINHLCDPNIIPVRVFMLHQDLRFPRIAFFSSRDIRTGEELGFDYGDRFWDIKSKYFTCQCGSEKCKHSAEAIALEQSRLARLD
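Enzyme 20 nM + cpd, 15 min RT; add b-H3K9 pep 500 nM / SAM 20 uM; 2 h RT; anti-H3K9me1 Ab 0.5 ug/mL + SA donor / anti-rabbit acceptor beads 20 ug/mL each, 10 min; AlphaScreen read.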
Pin1 inh – qHTS Assay to Find Inhibitors of Pin1; Peptidyl-prolyl cis-trans isomerase NIMA-interacting 1 (Homo sapiens), Q13526; Pin1 FP peptide displacement, HiFluor488, 10 min; Potency, µM (highest dose often 115 µM), without a hit: at the highest dose activity, negative = inhibition, usual class: inhibitors; actives 0.009% (n = 390,000); active = well fitted inhibition curve with a large enough effect in the polarisation, with a control signal flat, not every such curve was filed as active; inconclusive = small, poorly fitted or top-dose-only effect, or effect the other way, or a change in a side signal; inactive = no such curve, though single readings can be large or run the other way; the % refers to the polarisation; also: potency is read from the fitted curve at half-maximal effect; % is scaled to controls: 0 for no effect and ±100 for the full control effect
Target sequence (Q13526 whole entry, looked up): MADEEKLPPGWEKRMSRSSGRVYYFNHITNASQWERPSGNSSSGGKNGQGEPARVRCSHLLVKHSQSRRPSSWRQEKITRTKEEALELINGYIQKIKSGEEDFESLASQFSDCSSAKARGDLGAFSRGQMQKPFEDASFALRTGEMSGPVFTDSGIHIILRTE
The depositor's hits bear a star; i = inactive; ? = inconclusive; · = no result given; & = joins results of further samples; [ ] = remark or other dose. Unless noted, calls follow the shape of the dose curve; as a rule, active = well fitted curve in the direction sought with a large enough effect; inconclusive = small, poorly fitted or top-dose-only effect, or another doubt; inactive = no such curve, though single readings can be large; an effect the other way counts as inactive or inconclusive.

SMILES	PI4K2A inh	GLS inh	BAZ2B inh	JMJD2A Tudor inh	HP1b chromo inh	PGK inhibitor	ERG Ets-DNA blk	G9a inh	Pin1 inh
CC(C)(C)C(=O)Nc1ccccc1C(=O)NCCC(=O)Nc1ccccc1	0.0	-2.1%	4.3%	1.4%	30.3%	-7.9%	-1.4%	-1.1%[2.33 µM]	3.4%
CN1CCN(C(=S)NC(=O)/C=C/c2cccc3ccccc23)CC1	0.3	6.9%	-1.4%	?	2.1%	-2.8%[11.5 µM]	·	-4.2%	-7.0%
O=S(=O)(Nc1ccc(N2CCOCC2)cc1)c1ccc2ccccc2c1	-4.4	26.0%	?	?	-22.5%	-2.7%	·	39.8µM*	0.4%
CCOc1ccccc1N(CC(=O)NC1CCCCC1)C(=O)c1nsc(Cl)c1Cl	-1.2	-3.7%	3.4%	0.0%	?	-5.4%	1.3%	8.8%	8.0%
O=C(CSc1nnc([C@@H]2CCCN2)o1)c1ccc(Cl)cc1	1.7	1.0%	-29.8%	?	33.2%	i	13.1%	39.8µM*	-0.2%
CCCCCCCSc1nc(N)cc(=O)[nH]1	1.0	12.8%	8.5%	-11.3%	30.5%	7.3%	-8.4%	6.0%	0.0%
CCCNC(=O)c1cc2nc(-c3ccc(Br)cc3)cc(C(F)(F)F)n2n1	-3.4	2.1%	9.5%	9.6%	34.5%	0.4%	-2.4%	-2.7%[59 µM]	-0.9%
COc1ccccc1C1CC(c2cccs2)=Nc2ccccc2S1 (centres undefined)	-16.5	11.6%	-35.3%	-34.4%	0.7%	-9.8%	16.4%	4.4%[12.7 µM]	14.6%
O=Cc1ccc2cccnc2n1	-3.5	37.6%[activator]	-7.6%	?	43.9%[activator]	-2.8%	6.8%	39.8µM*	8.1%
Cc1c(C(=O)O)oc2c1/C(=N\O)CC(C)(C)C2	0.6	3.9%	6.5%	-11.5%	9.6%	12.4%	14.1%	20.0%[59 µM]	-7.1%
CCCC(=O)NC(=S)Nc1ccc(CN2CCOCC2)cc1	-5.7	1.4%	-9.2%	-15.5%	32.7%	i	10.7%	-25.8%	-5.0%
CC(C)COCC(O)CC(Cc1ccccc1)C(=O)NN (centres undefined)	2.5	6.6%	-14.1%	-6.5%	5.2%	2.8%	0.1%	22.0%	-6.2%
O=C(Cc1ccccc1)NCC(=O)N1CCN(c2ccccc2)CC1	1.2	-23.1%	0.4%	-11.1%	20.6%	-11.4%	4.2%	20.3%	0.8%
COC(=O)c1cncc(C)c1	-2.8	2.0%	2.6%	-7.7%	38.9%	i	17.4%	8.2%	3.1%
CCCCNC(=O)CC1Nc2cc(C)c(C)cc2NC1=O (centres undefined)	3.2	-20.2%	-13.7%	-21.1%	16.2%	-0.3%	0.7%	-36.5%[59 µM]	11.0%
CC1CCCN(c2ccc3nc4ccccc4c(=O)n3n2)C1 (centres undefined)	-12.4	8.7%	5.8%	79.4µM*	33.0%[activator]	-3.3%	-0.7%	50.1µM*	-0.5%
O=S1(=O)CCOC[C@H](Cc2ccccc2)N1Cc1ccc(Cl)cc1	4.0	0.4%	·	2.1%	50.5%[activator]	2.3%	-7.3%	·	1.4%
CC(=O)c1cccc(NC(=O)CN2C(=O)NC(C)(c3ccc4c(c3)OCCCO4)C2=O)c1 (centres undefined)	2.7	2.2%	5.6%	-7.8%	23.9%	2.5%	5.2%	63.3%[activator][12.7 µM]	6.3%
CN(/N=C/c1cc([N+](=O)[O-])ccc1O)c1ccccc1	-1.4	8.8%	-7.1%	-11.3%	32.1%	-0.8%	-4.0%	15.2%[59 µM]	28.8%
CC(=O)c1ccc(N2CCN(c3ncc(C(F)(F)F)cc3Cl)CC2)cc1	4.1	1.4%	-4.4%	-11.7%	16.1%	-9.6%	3.2%	21.8%[59 µM]	0.2%
Cc1ccc(C(C)C)c(OCC(=O)Nc2cccc(-c3nc4ncccc4o3)c2)c1	-1.0	-0.5%	-12.7%	-29.4%	18.4%	-1.6%	1.0%	8.7%[59 µM]	?
CN(C(=O)c1cccc(NC(=O)Cc2ccc(NC(=O)C3CCN(C(=O)C4CCC4)CC3)cc2)c1)C1CCC1	-0.3	-2.0%	·	-8.9%	38.3%	5.0%	-3.4%	·	-4.0%
C=C(C)Cn1c(=O)c2c(nc3n2CCN3c2cc(C)cc(C)c2)n(C)c1=O	10.1	-6.0%	-32.1%	?	-7.6%	-0.6%	5.5%	-30.2%[59 µM]	-0.9%
CCCCn1c(-c2ccc([N+](=O)[O-])cc2)n[nH]c1=S	-2.7	10.3%	-5.1%	7.94µM*	?	14.7%	-4.8%	?	-8.0%
O=C1CNC(=S)N1CCc1ccc(Cl)cc1	-0.8	23.0%	-1.2%	-8.3%	41.4%[activator]	-3.1%	6.7%	-2.6%	0.4%

Next part:
SMILES	PI4K2A inh	GLS inh	BAZ2B inh	JMJD2A Tudor inh	HP1b chromo inh	PGK inhibitor	ERG Ets-DNA blk	G9a inh	Pin1 inh
Cn1c(=O)c(=O)n(C)c2cc(N3CCCC3)c(NC(=O)c3ccccc3F)cc21	-2.6	-7.0%	1.3%	-6.8%	24.4%	-10.7%	5.1%	4.2%[59 µM]	-9.6%
CCC(C)c1ccc(OCc2ccc(C(=O)O)o2)cc1 (centres undefined)	0.3	4.9%	0.6%	-13.0%	18.7%	1.7%	-2.1%	-7.0%	0.7%
COc1cccc(OC)c1OCCNCC1CSc2ccccc2O1 (centres undefined)	-0.1&0.0	0.0%	·	-13.1%	40.5%[activator]	3.3%	-9.5%	43.3%[activator][12.7 µM]	-3.3%
CC(C)(C)OC(=O)NCCCC(CCCNC(=O)OC(C)(C)C)C(=O)O	-1.7	1.6%	2.9%	1.4%	39.2%	i	-8.8%	15.5%[59 µM]	-6.1%
CN(C)S(=O)(=O)c1cc(NC(=O)COC(=O)CCSc2ccc(Cl)cc2)ccc1Cl	-5.9	7.8%	7.5%	-5.8%	23.1%	-3.7%	4.1%	12.8%[59 µM]	12.8%
O=c1[nH]c(-c2ccc(F)cc2)nc2c1sc(=S)n2-c1ccccc1	-4.6	?	50.1µM*	?	17.9%	-8.7%	-14.7%	39.8µM*	-14.1%
CCc1ccc(OCC(=O)N/N=C(\C)c2ccc(OC(F)F)cc2)cc1	-1.7	-21.9%	11.6%	-8.4%	13.9%	-1.3%	-2.2%	13.5%[59 µM]	-6.7%
CCOC(=O)C(CCCCOc1ccc([N+](=O)[O-])cc1)C(=O)OCC	-0.3	-5.2%	30.6%	52.6%[activator]	92.2%[activator]	i	-13.5%	-1.1%[0.501 µM]	1.1%
CC(=O)N1CCN(c2ncnc3ccccc23)CC1	5.6	2.6%	2.7%	-6.2%	40.1%[activator]	4.0%	-2.4%	·	-0.5%
COc1ccc(CC(NC(C)=O)C(=O)N2CCN(C(=O)Nc3cccc(F)c3)CC2)cc1OC (centres undefined)	-3.2	-1.6%	-36.6%	-7.8%	29.2%	·	9.2%	0.6%	-2.0%
O=C(Nc1nnc(N2CCCC2)s1)Nc1cc(F)ccc1F	-0.5	-15.5%	-9.5%	-18.5%	2.2%	-11.5%	-3.8%	-31.9%[59 µM]	4.6%
COc1ccc(CCNC(=O)/C(C#N)=C2\N=C(NC(=O)c3ccco3)c3ccccc32)cc1	-3.8	-0.4%	-3.5%	-18.2%	14.8%	i	2.0%	-10.4%	?
CSCCC(C(=O)N1C[C@]2(C)C[C@H]1CC(C)(C)C2)N1C(=O)c2ccccc2C1=O (some centres undefined)	0.6	-1.1%	-30.0%	-25.0%	-1.8%	-2.6%	4.4%	22.2%[0.501 µM]	-3.3%
COc1ccccc1Nc1cc(C(=O)NCCCN2CCOCC2)c2ccccc2n1	-2.1	-3.1%	-21.2%	-14.9%	40.6%[activator]	-3.0%	16.6%	-44.3%	1.2%
Cn1c(=O)n(CC(=O)O)c(=O)c2c1nc1n2CCS1	3.8&-3.2	-3.8%&0.6%	-15.6%&7.7%	-9.6%&7.0%	28.1%&49.1%	-1.5%&-8.6%	-5.1%&-11.8%	?	-0.7%&-4.0%
CCCN1Cc2cccc(C(=O)Nc3ccccc3F)c2C1=O	-1.6	0.5%	8.1%	-2.7%	21.6%	-3.8%	4.0%	3.0%[59 µM]	-3.9%
Cc1cc2c3c([nH]c2cc1S(=O)(=O)NCc1ccc(CN2CCCCCC2)o1)CC(C)(C)CC3=O	9.5	15.8%	-13.8%[57.1 µM]	?	-8.1%	7.5%	2.1%	-9.2%	2.1%
COc1ccc(C)cc1NC(=O)c1ccc(NS(=O)(=O)c2cccc3cccnc23)cc1	0.8	4.8%	-22.6%	-26.4%	6.7%	-9.9%	-1.4%	2.8%	-0.3%
